# Bioassay records: PubChem, several laboratories
# GALR2 antag – antagonists of human galanin receptor 2 (GALR2) | O43603 | GALR2-expressing cells, antagonist mode | inhibition, % at 4 µM | 140,000 compounds, 0.39% hits | AID 828; in the data active = inhibition above about 27%;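 also: cells stimulated with galanin 1-16 at roughly its EC80; 0% = agonist challenge control and 100% = basal control without agonist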
# Target sequence (O43603 whole entry, looked up): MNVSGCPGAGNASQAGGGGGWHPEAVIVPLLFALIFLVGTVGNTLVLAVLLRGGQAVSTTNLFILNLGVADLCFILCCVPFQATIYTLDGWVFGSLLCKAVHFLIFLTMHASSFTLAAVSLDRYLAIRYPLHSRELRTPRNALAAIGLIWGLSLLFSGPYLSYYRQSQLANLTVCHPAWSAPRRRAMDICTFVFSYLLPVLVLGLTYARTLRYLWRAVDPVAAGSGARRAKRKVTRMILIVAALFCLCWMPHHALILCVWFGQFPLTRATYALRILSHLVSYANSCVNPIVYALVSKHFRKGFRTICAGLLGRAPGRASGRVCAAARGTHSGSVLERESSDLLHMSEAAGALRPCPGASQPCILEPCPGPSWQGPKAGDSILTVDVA
# Yeast life ext – yeast lifespan extension; S. cerevisiae growth with nicotinamide, OD615; deaD strain in restrictive glucose medium; inhibition of the nicotinamide effect, % at 10 µM; 130,000 compounds, 0.68% hits;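 active = inhibition above a set limit, placed 3 SD over the median of all compounds, cut at about 26% in these data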;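 also: 0% = nicotinamide-treated wells and 100% = cells grown without nicotinamide; some compounds called inactive have numbers as strong as hits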
#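 Test system – modified budding yeast, DeaD strain · Compound – single dose 10 µM compound, 0.25% DMSO · Times – culture preincubation 4 h, compound exposure 48 h, both 30 °C · Detection – optical density (absorbance) at 615 nm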
# MRP-1 activ – activators of MRP-1; H69AR cells + doxorubicin, viability rescue, CellTiter-Glo; viability increase, % at 10 µM; 140,000 compounds, 0.61% hits;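 active = viability gain under doxorubicin at or above a set limit, the compound median plus 3 SD, cut at about 4.7% in these data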;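 also: MRP-1 overexpressing cells given doxorubicin 25 µM after compound pretreatment; 18-22 h compound pretreatment then 72 h with doxorubicin before readout; 0% = doxorubicin-only wells and 100% = vehicle-treated cells without doxorubicin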
# HCT116 PTEN-null – suppresses growth of cells with PTEN deletion. viability, % at 10 µM. HCT116 PTEN-null viability, CellTiter-Glo, 60 h; hits give low values. 140,000 compounds, 1.2% hits. AID 827;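 active = viability at or below a set limit, 4 SD under the median of all tested compounds, cut at about 3.7% in these data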;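 also: PTEN knockout HCT116 line with beta catenin targeted HCT116 as companion control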
# Phagocytosis inh – macrophage phagocytosis inhibition; 110,000 compounds, 0.07% hits; J774A.1 macrophage IgG-bead phagocytosis, imaging; AID 1029; inhibition, % at 5 µM;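 active = inhibition above the mean of the plate negative controls plus 5 SD, cut at about 13% in these data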;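 also: phagocytic index as fraction of beads internalized from green versus red external bead signal; plate controls were DMSO negative control for no effect and cytochalasin-D positive control for full effect; some results beyond the cut were filed as inactive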
# NPY-Y2 antag – antagonists of human neuropeptide Y receptor Y2. P49146. NPY-Y2 expressing cells, antagonist mode. inhibition, % at 2.7 µM. 140,000 compounds, 0.99% hits. AID 793; in the data active = inhibition above about 17%;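 also: 0% = vehicle with agonist challenge and 100% = reference antagonist with challenge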
# Target sequence (P49146 whole entry, looked up): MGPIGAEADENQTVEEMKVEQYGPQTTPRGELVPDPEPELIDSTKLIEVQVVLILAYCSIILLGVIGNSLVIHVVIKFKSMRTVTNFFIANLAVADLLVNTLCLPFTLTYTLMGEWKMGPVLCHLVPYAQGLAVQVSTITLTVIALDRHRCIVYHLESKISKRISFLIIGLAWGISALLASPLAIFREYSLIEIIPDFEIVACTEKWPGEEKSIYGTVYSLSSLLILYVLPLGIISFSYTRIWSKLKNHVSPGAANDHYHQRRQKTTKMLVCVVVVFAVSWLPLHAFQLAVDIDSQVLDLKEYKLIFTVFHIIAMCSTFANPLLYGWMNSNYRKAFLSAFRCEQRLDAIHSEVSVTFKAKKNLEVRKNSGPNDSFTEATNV
# E-sel TNF inh – TNF alpha driven E-selectin expression inhibition. HUVEC TNFa-induced E-selectin immunofluorescence, high content. inhibition, % at 2 µM. 120,000 compounds, 0.71% hits. AID 1246;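 active = inhibition above the batch mean plus 3 SD, and confirmed as a hit on visual image review, cut at about 43% in these data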;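 also: 0% = TNF-stimulated DMSO wells and 100% = unstimulated control wells; not every result past the cut was called active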
# Yeast growth inh – reduces growth of yeast BB579 in restrictive medium; S. cerevisiae BB579 growth, OD615, 48 h; inhibition, % at 10 µM; 140,000 compounds, 0.51% hits; AID 804;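 active = inhibition above a set limit, 3 SD over the mean compound inhibition, cut at about 44% in these data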; also: inactives centre near -24
#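 Assay system – yeast BB579 (DeaD) · Dosing – single compound dose of 10 µM, 0.25% DMSO final · Detection – OD615 turbidity measurement · Buffer or medium – CSMM-D restrictive synthetic medium containing dextrose (glucose) · Benchmarks – positive control amphotericin B 10 µg/mL · Incubation – 48 h exposure, 30 °C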
# Measles CPE – protection of cells from measles virus. protection (pct of control), % at 4 µM. AID 841. 140,000 compounds, 1.5% hits. Measles virus-infected cells, CPE protection, absorbance; in the data active = protection mostly above about 24%, no sharp cut-off; inactive = mostly below about 26%; also: some compounds called inactive have numbers as strong as hits
# HCT116 bCat-KO – beta-catenin-lacking colon tumor cell growth suppression; HCT116 beta-catenin knockout viability, CellTiter-Glo, 60 h; hits give low values; 140,000 compounds, 1.5% hits; viability, % at 10 µM;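 active = viability at or under a set limit, the compound median less 4 SD, cut at about 6% in these data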;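 also: 0% = Hyamine 1622 control at 20 µM and 100% = untreated cell control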
# Starred values were filed as active, the others as inactive; . = no result given. Compounds were not picked by outcome; any-hit rate near 6.1%.
SMILES,GALR2 antag,Yeast life ext,MRP-1 activ,HCT116 PTEN-null,Phagocytosis inh,NPY-Y2 antag,E-sel TNF inh,Yeast growth inh,Measles CPE,HCT116 bCat-KO
CCCCOc1ccc(-c2nnn(CC(=O)Nc3ncc(CC(=O)OCC)s3)n2)cc1,-15,-2,-0.6,82,.,0,5,-68,23,88
CCCCNC(=O)COC(=O)c1cc(S(=O)(=O)N2CCCCCC2)ccc1OC,-11,-9,-0.4,95,0,2,-2,-4,8,89
Cc1ccccc1-c1nn[nH]n1,-4,-3,-1.6,95,-1,2,18,-19,11,95
Cc1cc(NC(=O)c2cc(C(C)C)on2)no1,-4,-26,2.3,109,.,0,12,-25,9,104
COc1c(C)cc(Br)cc1C(=O)Nc1cccc(-c2nc3ncccc3o2)c1,7,-9,2.8,65,0,9,-2,-20,0,75
Cc1cc(C)nc(N2CCC(C(=O)NCc3ccco3)CC2)n1,-1,-13,-1.6,94,.,4,-3,-22,25,108
C=CCn1c(Cc2cccc3ccccc23)n[nH]c1=S,11,4,-1.4,89,.,3,.,-34,11,89
O=C(Cc1ccc2c(c1)OCCO2)c1c(O)cc(O)cc1O,5,-7,0.1,100,0,-1,.,8,19,93
CC1CCCCN1C(=O)Cn1c(=O)n(C2CCCCC2)c(=O)c2ccccc21 (stereo unspecified),9,1,-1.3,95,-1,-1,7,-31,15,82
CC1(C)CC(=O)C(C=NCCN2CCN(CCCCS(=O)(=O)O)CC2)=C(O)C1,6,-6,-1.1,94,0,0,.,-17,20,98
O=C(c1ccc(Cl)cc1)N1CCC(O)(CSc2ccc(Cl)cc2Cl)CC1,-3,-2,-0.7,84,0,1,.,-20,1,82
O=C1NN(c2ccccc2)C(=O)/C1=C\c1cccc(OC(=O)c2cccs2)c1,7,15,-2.4,89,2,0,0,-51,5,93
O=C(C[n+]1cc(-c2ccccc2)n2c1CCC2)Nc1nc(-c2ccc(F)cc2)cs1,-4,-5,-1.9,74,-7,2,-14,-34,30,87
CCOc1ccc(C(Nc2ccc(C)cc2)P2(=O)OCCC(C)O2)cc1 (stereo unspecified),-11,-8,-0.3,97,0,5,7,-71,9,98
S=C(NCCc1ccccc1)NCC1CCCO1 (stereo unspecified),6,2,-1.5,98,2,1,.,-42,12,92
CC(C)C(=O)Nc1sc2c(c1C#N)CCCCC2,-17,.,1.3,92,.,2,43,-13,40,92
CCOc1ccc2oc(=O)cc(C)c2c1,0,-17,1.1,93,-1,-1,-6,11,9,104
O=C(NC1CCCCCC1)c1ccc(S(=O)(=O)NCc2ccco2)cc1,-10,-4,-1.1,80,0,21*,-12,-10,9,84
C=CCn1c(-c2cc(OC)cc(OC)c2)n[nH]c1=S,6,-12,-1.1,108,-1,7,-8,-48,4,107
CC(CC(C)C(=O)N1CCOCCN(C(=O)C(C)CC(C)C(=O)O)CCOCC1)C(=O)O (stereo unspecified),-3,-3,-0.9,94,1,0,.,26,5,93
Cc1cc(C(F)(F)F)c2c(C)nn(CCc3nn[nH]n3)c2n1,0,-13,-2.3,92,-1,4,-17,-27,8,96
CC(C)(C)c1cc(C(=O)NCc2ccco2)ccn1,6,-15,-2.5,94,-2,6,-50,-46,8,96
CS(=O)(=O)N(CCC(=O)O)Cc1ccccc1,-4,6,-0.2,98,0,2,34,-39,21,87
CCCOc1ccc(Br)cc1/C=N/O,-2,-16,-1.2,91,0,18*,-14,-42,9,97
O=C(CCn1nnc2ccccc21)Nc1nnc(-c2ccccc2F)s1,6,-4,-1.5,108,0,4,13,-9,3,109
SMILES,GALR2 antag,Yeast life ext,MRP-1 activ,HCT116 PTEN-null,Phagocytosis inh,NPY-Y2 antag,E-sel TNF inh,Yeast growth inh,Measles CPE,HCT116 bCat-KO
CCn1c(/C=C2\C(=O)N(C)c3ccccc32)nc2ccccc2c1=O,16,-3,-5.4,58,5,4,-52,-10,5,70
O=C1CC(N2CCC(O)(c3ccc(Cl)cc3)CC2)C(=O)N1Cc1ccc(N2CCCC2=O)cc1 (stereo unspecified),-2,-4,-0.5,82,6,1,-22,-21,1,90
Cc1sc(-n2cccc2)c(C(=O)O)c1C,-18,7,-3.2,100,1,2,.,-24,19,97
CCCC(=O)NNC(=O)c1ccoc1C,-29,4,-2.6,90,-2,2,.,-19,6,97
CCOC(=O)N1CCC(NC(=O)CN2C(=O)CSc3ncccc32)CC1,4,-11,-2.1,98,0,3,5,12,30*,91
CC(NC(=O)c1cccnc1)c1ccc2c(c1)OCO2 (stereo unspecified),11,-1,-2.6,97,-1,2,-33,-8,21,99
CCCc1cc(C(N)=O)c(NC(=O)c2ccco2)s1,6,-13,-4.2,85,-1,0,-49,-13,18,87
COCCn1c(=NC(C)=O)sc2cc([N+](=O)[O-])ccc21,1,-4,-2.4,94,-3,-1,.,3,.,85
O=C(COc1ccccc1)NCc1ccc2c(c1)OCO2,-2,-12,-1.2,102,-1,1,16,-49,17,108
COc1ccc(S(=O)(=O)Cc2ccc(C(=O)NC3CC3)o2)cc1,-8,-1,0.1,108,0,4,1,10,19,95
Cc1ccc2c(c1)C1CN(C)CCC1N2C(=O)Nc1ccc(Cl)cc1 (stereo unspecified),-5,-10,-2.5,43,0,3,6,-70,5,36
Cc1oc2nc(SCC(=O)N3CCCCC3)nc(N)c2c1C,-7,5,-1.8,104,-4,1,4,-45,8,99
Cc1nn(Cc2ccccc2Cl)c(Cl)c1C(=O)NCCc1ccccc1,-17,-3,-0.5,102,-3,6,.,-34,34,92
CCOC(=O)C1=C(Cc2ccc(OC)cc2)C(=O)c2ccccc2C1=O,32*,9,-1.9,80,0,7,13,-52,13,74
NC(=O)c1ccccc1N/C=C/C(=O)c1ccc(Cl)cc1Cl,9,-21,-2.0,66,.,-2,4,11,11,72
COc1ccc(CCCC(=O)O)c(C)c1,-1,-6,-1.6,105,.,6,-1,-30,7,94
Cc1ccc2nc(-c3cccc(NS(C)(=O)=O)c3)cc(-c3ccccc3)c2c1,-5,-6,-1.8,72,6,2,-70,-27,17,77
CC(=O)Cc1nsc(NC(=O)c2ccc(-c3cccc(C(F)(F)F)c3)o2)n1,-4,-4,-3.9,45,-2,2,-13,-26,15,48
Cc1cc(C)c2c(-n3cccc3)c(C(=O)O)sc2n1,-3,-14,-1.9,100,.,17,-12,-20,7,104
CCOc1ccc(S(=O)(=O)n2cnc3cc(C)c(C)cc32)cc1,9,7,0.2,98,-2,2,.,-17,40,82
COCCCn1c2nc3ccccc3nc2c2c(=O)n(CC3CCCO3)cnc21 (stereo unspecified),-11,-18,-1.5,94,0,-1,.,-34,5,94
Cc1ccc2c(c1)NC(=O)C(CC(=O)NCCCN1CCCC1)O2 (stereo unspecified),9,-7,-2.1,80,0,2,9,1,7,90
Cc1ccccc1C1(CCN2CCCCC2)CCOC(C)(C)C1 (stereo unspecified),10,5,-2.0,99,-2,4,-10,-42,14,94
O=C(CCCN1CC=C(n2c(=O)[nH]c3ccccc32)CC1)c1ccc(F)cc1,-21,2,-0.8,87,.,4,.,9,0,85
Cc1ccc(SCc2cc(=O)[nH]c(N3CCCCC3)n2)cc1,2,-3,-0.4,92,-1,-2,.,-26,8,95

# Some of the entries above, set out differently:
# The line under a structure holds: GALR2 antag, Yeast life ext, MRP-1 activ, HCT116 PTEN-null, Phagocytosis inh, NPY-Y2 antag, E-sel TNF inh, Yeast growth inh, Measles CPE, HCT116 bCat-KO
CCOC(=O)C1=C(Cc2ccc(OC)cc2)C(=O)c2ccccc2C1=O
 : 32*, 9, -1.9, 80, 0, 7, 13, -52, 13, 74
CCCc1cc(C(N)=O)c(NC(=O)c2ccco2)s1
 : 6, -13, -4.2, 85, -1, 0, -49, -13, 18, 87
Cc1ccc2c(c1)NC(=O)C(CC(=O)NCCCN1CCCC1)O2 (stereo unspecified)
 : 9, -7, -2.1, 80, 0, 2, 9, 1, 7, 90
CCCC(=O)NNC(=O)c1ccoc1C
 : -29, 4, -2.6, 90, -2, 2, ., -19, 6, 97

# More records follow.
SMILES,GALR2 antag,Yeast life ext,MRP-1 activ,HCT116 PTEN-null,Phagocytosis inh,NPY-Y2 antag,E-sel TNF inh,Yeast growth inh,Measles CPE,HCT116 bCat-KO
N#CC(CO)(Cc1ccc(OC(F)F)cc1)c1nc2ccccc2[nH]1 (stereo unspecified),-12,7,-1.7,79,-10,-2,.,-15,2,80
CSc1nc2nccc(/C=C\c3ccccc3)n2n1,20,-12,-5.1,4,.,2,23,-39,7,4.5*
CC(=O)c1ccc(NC(=O)Nc2ncn(Cc3cccc(C)c3)n2)cc1,7,2,-2.7,97,.,-2,-3,-33,3,94
N=c1c[n+](-c2ccc(Cl)cc2)[n-]o1,8,2,-3.1,76,-2,3,6,-23,26,82
CCCn1cnc2c(c1=O)c1nc3ccccc3nc1n2CCC1=CCCCC1,7,-1,-0.6,96,-3,2,-19,-30,2,95
O=C(NC(Cc1c[nH]c2ccccc12)C(=O)O)c1ccccc1 (stereo unspecified),-1,-4,-1.6,94,0,6,.,9,5,98
CCc1cccc(NC(=O)Cc2ccc([N+](=O)[O-])cc2)c1,-10,-4,-2.2,85,-3,3,-4,-5,6,90
CCn1c(SCC(=O)N/N=C/C=C/c2ccco2)nnc1-c1ccc(OC)cc1,4,-1,-0.1,88,-5,4,-19,-22,13,87
CNC(=O)/C(=C/c1ccc2c(c1)OCO2)NC(=O)c1ccc(Br)cc1,-1,0,-2.8,91,-3,1,.,2,30,88
Cc1ccc(N2C(=O)S/C(=C/c3cn(C)c4ccccc34)C2=O)cc1,1,-1,-2.3,77,-2,1,-19,-43,2,80
COc1ccccc1NC1=C(Cl)C(=O)N(c2ccccc2)C1=O,3,-9,-3.0,91,-1,8,-19,-29,3,97
CCOc1ccc(C(C)(C)C)cc1S(=O)(=O)N1CCOCC1,12,10,-2.8,79,1,2,-27,-4,25,77
COc1cc(C(=O)Nc2cccc3cccnc23)cc(OC)c1OC,1,-15,0.7,77,.,2,-8,-8,23,83
FC(F)(F)c1cc(-c2ccccc2)nc(N2CCCCC2)n1,-3,-28,-1.6,82,-2,1,9,-33,3,80
CCCC(=O)Nc1nn(C)c2nc3c(C)cccc3cc12,5,-12,-0.9,92,1,2,.,-29,12,94
CCC(C)/C(C)=N/NC(=O)C1COc2ccccc2O1 (stereo unspecified),2,1,-0.1,97,-6,2,15,-14,7,92
O=C(NC1CCCCC1)C1CC=CCC1C(=O)OCC(Cl)=C(Cl)Cl (stereo unspecified),-3,2,-0.4,94,.,4,15,-50,11,101
Cc1nc(Cl)c(C#N)cc1-c1ccccc1,8,-24,-2.4,85,.,7,.,8,1,88
Cc1cccc(NC(=S)N2CCC(c3nc4ccccc4s3)CC2)c1,2,-4,0.1,91,.,4,-28,-16,6,96
O=C(NCCSc1ccccc1)c1cncc(Br)c1,-8,-17,-1.8,101,-2,3,18,4,20,105
COc1ccc(/C=N/Nc2cc(N(C)C)nc(N(C)C)n2)cc1,21,-6,-0.3,57,-14,4,.,-3,4,70
